Assay outcomes deposited in PubChem BioAssay by several laboratories.
ZTA DNA inh = blocks Epstein-Barr virus ZTA, an EBNA-1 counter-screen; inhibition, % at 11 µM; actives 0.15% (n = 320,000); AID 2234; P03206; ZTA-DNA binding, fluorescence polarization; in the data active means inhibition above about 33%
Target sequence (P03206 whole entry, looked up): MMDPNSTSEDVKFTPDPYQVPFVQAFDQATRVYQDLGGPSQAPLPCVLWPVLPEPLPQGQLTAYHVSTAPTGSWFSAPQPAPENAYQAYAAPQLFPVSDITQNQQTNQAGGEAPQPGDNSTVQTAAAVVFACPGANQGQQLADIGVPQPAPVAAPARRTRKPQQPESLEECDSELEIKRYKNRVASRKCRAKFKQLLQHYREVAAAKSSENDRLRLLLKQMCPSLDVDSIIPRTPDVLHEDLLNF
GLD-1 TGE inh = GLD-1/TGE RNA complex disruptors, primary screen, biochemical, fluorescence polarization | Female germline-specific tumor suppressor gld-1 (Caenorhabditis elegans), Q17339 | purified GLD-1 + fluorescein TGE RNA | inhibition, % at 5.96 µM | actives 0.44% (n = 320,000) | AID 2280, 2010;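 active means percent inhibition above a per-plate cutoff, the plate mean of test compounds plus 3 SD, cut at about 30% in these data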;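 further: 0% = DMSO wells with GLD-1 and probe and 100% = wells lacking GLD-1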
Target sequence (Q17339 whole entry, looked up): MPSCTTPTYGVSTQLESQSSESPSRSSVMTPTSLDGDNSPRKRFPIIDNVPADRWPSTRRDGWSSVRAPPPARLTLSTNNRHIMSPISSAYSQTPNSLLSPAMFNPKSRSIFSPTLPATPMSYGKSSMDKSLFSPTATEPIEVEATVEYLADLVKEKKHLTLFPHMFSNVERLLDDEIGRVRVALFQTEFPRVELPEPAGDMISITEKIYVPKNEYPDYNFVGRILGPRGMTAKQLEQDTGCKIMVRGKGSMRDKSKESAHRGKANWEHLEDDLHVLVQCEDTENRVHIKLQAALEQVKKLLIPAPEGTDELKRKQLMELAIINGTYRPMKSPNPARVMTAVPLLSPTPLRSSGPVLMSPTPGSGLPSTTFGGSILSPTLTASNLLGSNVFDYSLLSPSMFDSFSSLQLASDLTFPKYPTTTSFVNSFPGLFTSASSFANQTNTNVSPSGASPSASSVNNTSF
Fam108B counter = mouse Fam108B serine hydrolase inhibitors, primary screen, counter-screen for RBBP9 inhibitor project, biochemical, fluorescence polarization; recombinant Fam108B, FP-Rh probe fluorescence polarization; inhibition, % at 9.51 µM; actives 0.33% (n = 300,000); AID 1947, 2009;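 active means inhibition above the screen mean inhibition plus 3 SD, computed separately per campaign, cut at about 18% in these data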;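 further: inhibitors lower polarization as less probe binds the enzyme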
CR mimetic SO = reduction of superoxide in aged yeast, primary screen, HTS. S. cerevisiae aged cells, superoxide DHE fluorescence; stronger effect = lower value. superoxide response (% of plate mean), % at 10 µM. actives 0.18% (n = 330,000);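 active means superoxide response under a set limit, about three screen SD below normal, cut at about 65% in these data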;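 further: yeast aged for seven days with compound at 30 °C before DHE staining; 100% = average MFI of all compound-treated wells on the plate with controls excluded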
MCL1 BIM primary = inhibitors of MCL1 binding to BIM-BH3, primary screen, biochemical, fluorescence polarization. Induced myeloid leukemia cell differentiation protein Mcl-1 (Homo sapiens), Q07820. GST-MCL1 / FITC-Bim-BH3 fluorescence polarization. inhibition, % at 10.9 µM. actives 0.68% (n = 320,000). AID 2057, 2009;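 active means inhibition above the mean inhibition of all tested compounds plus 3 SD, set per campaign, cut at about 40% in these data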;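 further: 0% = DMSO wells and 100% = unlabeled Bim-BH3 peptide control; higher means more loss of mP so more displacement of Bim peptide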
Target sequence (Q07820 whole entry, looked up): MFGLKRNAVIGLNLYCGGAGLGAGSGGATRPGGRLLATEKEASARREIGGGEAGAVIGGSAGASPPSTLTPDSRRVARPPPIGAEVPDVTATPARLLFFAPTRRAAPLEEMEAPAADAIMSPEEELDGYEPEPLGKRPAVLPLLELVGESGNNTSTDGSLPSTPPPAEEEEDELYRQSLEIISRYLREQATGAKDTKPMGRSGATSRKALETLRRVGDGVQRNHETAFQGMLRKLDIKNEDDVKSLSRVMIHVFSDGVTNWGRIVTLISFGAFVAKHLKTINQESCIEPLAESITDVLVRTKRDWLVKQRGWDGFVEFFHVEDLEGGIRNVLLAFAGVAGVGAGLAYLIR
EBNA-1 inhibitor = EBNA-1 DNA-binding inhibitors, primary screen, biochemical, fluorescence polarization; actives 0.34% (n = 300,000); inhibition, % at 14.8 µM; in the data active means inhibition above about 28%
Efflux pump mplx = inhibitors of Candida efflux pumps in yeast, primary screen, S. cerevisiae, Nile Red, multiplex. S. cerevisiae Candida pump triplex. actives 0.44% (n = 330,000). AID 485275, 2010. inhibition, % at 10 µM;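 active means plate passing quality check with inhibition over a set limit, or well fluorescence over plate mean plus 4 SD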;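 further: Nile Red retained in pooled yeast measured as flow cytometry median fluorescence; 0% = buffer negative control and 100% = Enniatin B positive control; higher means more Nile Red kept so more efflux inhibition; some compounds called inactive have numbers as strong as hits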
Bcl-xL primary = inhibitors of human Bcl-xL, primary screen, biochemical, fluorescence polarization, HTS. Bcl-2-like protein 1 (Homo sapiens), Q07817. GST-Bcl-xL / FITC-Bim BH3 peptide fluorescence polarization. inhibition, % at 10.9 µM. actives 0.7% (n = 320,000);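 active means inhibition above the mean of all tested compounds plus 3 SD, cutoff set per campaign, cut at about 30% in these data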;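 further: 0% = DMSO wells and 100% = unlabeled Bim-BH3 peptide competitor; inhibitors lower millipolarization by displacing the labeled peptide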
MEX-5 binding = MEX-5 zinc finger RNA-binding disruptors – biochemical, C. elegans, fluorescence polarization, MLPCN library, primary screen; MEX-5/FITC-TCR2 RNA binding; stronger effect = lower value; activity score (negative = inhibition of binding), % at 10 µM; actives 0.38% (n = 300,000); AID 1832, 2009;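 active means inhibition past about -25% in most replicates, and total fluorescence under double the plate's negative control median, limit read from the data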;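 further: 0% = DMSO and -100% = 5 µM competing unlabeled TCR2 RNA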
* marks the source's active call; other numbers are inactive results; . = not tested or not shown. Rows are unselected; 2.3% or so of the library scored in one or more.

SMILES	ZTA DNA inh	GLD-1 TGE inh	Fam108B counter	CR mimetic SO	MCL1 BIM primary	EBNA-1 inhibitor	Efflux pump mplx	Bcl-xL primary	MEX-5 binding
CCn1ncc(/C=C2/SC(=S)NC2=O)c1C	2	0	-1	109	-3	6	-0.1	-2	0.8
Cc1ccc(OC(=O)c2sc3ncn(C)c(=O)c3c2C)cc1	4	3	-3	94	-6	-6	0.0	-6	-0.4
CNS(=O)(=O)c1cccc(C(=O)OCC(=O)N2CCc3ccccc3C2)c1	-1	-2	7	85	-16	-3	-0.1	-5	-2.3
COc1cc(S(=O)(=O)Nc2ncccc2C)c(OC)cc1Cl	6	-6	0	87	-6	0	0.0	-1	-3.0
OC[C@H]1OC(O)[C@H](O)[C@@H](O)[C@H]1O (stereo partly drawn)	11	9	-6	87	-3	9	-0.1	3	-0.3
O=C(Nc1ccc(OC(F)(F)F)cc1)c1cnc2n(c1=O)CCS2	-3	-3	-1	89	1	7	-0.1	3	-0.9
COc1ccc(N=C2S/C(=C\c3ccc(C)s3)C(=O)N2CC(C)C)cc1	-5	3	1	88	0	-5	-0.1	1	-0.6
O=C(CNC(=O)c1ccco1)NCC(=O)OCc1ccc(Cl)cc1	15	9	0	98	8	8	-0.1	6	-0.7
CC(=O)OCC(=O)[C@@]12OC(C)(C)O[C@@H]1CC1C3C[C@H](F)C4=CC(=O)C=CC4(C)[C@@]3(F)C(O)CC12C (stereo partly drawn)	5	1	2	100	0	-1	-0.1	2	0.3
O=C(O)CCSc1nnnn1-c1ccccc1	4	-2	0	94	2	4	0.0	-2	0.7
COCc1nc2ccccc2n1Cc1ccccc1Br	-14	-1	-1	101	9	3	0.0	5	0.4
CSc1nnc(CCNS(=O)(=O)c2ccc(Br)cc2)n1C	4	1	3	95	4	-10	-0.2	4	0.4
Nc1cc(N2CCCCCC2)c2nonc2c1[N+](=O)[O-]	18	25	2	110	48*	0	-0.3	54*	-10
CCOC(=O)Nc1cc(C)ccc1OC	-6	5	0	121	2	7	-0.1	-2	3.8
CC1CCN(C(=S)c2cn(Cc3cccc(F)c3)c3ccccc23)CC1	-15	7	0	95	-1	6	0.1	0	-0.2
Cc1cc(OCC(=O)OCC(=O)NCc2ccc3c(c2)OCO3)ccc1Cl	-3	-2	.	97	-7	.	-0.1	-2	.
COc1ccc(OCC(=O)N/N=C(\C)c2cccs2)cc1	-2	7	3	94	9	-6	0.3	5	2.8
Cc1nnc(SCCCCSc2nnc(C)c(=O)[nH]2)[nH]c1=O	10	4	0	93	9	4	-0.2	6	-1.0
CC(C)C(NC(=O)CNC(=O)OC(C)(C)C)C(=O)NCc1ccc(Cl)cc1 (stereo not drawn)	20	-1	-2	109	-20	8	0.1	0	0.6
COc1ccccc1N/C(=N/S(=O)(=O)c1ccc(C)cc1)c1ccc(Cl)cc1	-9	6	-5	94	12	3	0.0	8	-1.4
Cc1c(Cl)cccc1NC(=S)N(CCN(C)C)C(C)c1ccco1 (stereo not drawn)	-7	-2	-2	91	11	-8	0.1	5	0.5
Cc1ccc(-n2ncc3c2CCCC3NC(=O)c2ocnc2C)cc1C (stereo not drawn)	-8	2	-2	112	2	-3	-0.1	0	1.7
CCCCCCC(C)n1[nH]c(=O)c2c(C)cc(=O)[nH]c21 (stereo not drawn)	19	2	2	94	5	3	0.1	6	1.8
COCC(=O)N=Nc1c(O)[nH]c2ccccc12	-7	2	-2	118	1	-1	-0.3	3	-1.5
O=C(O)c1ccc(Cn2cnc3sc4c(c3c2=O)CCCC4)cc1	-1	5	2	114	-7	7	-0.1	2	-0.3
Further records follow.
SMILES	ZTA DNA inh	GLD-1 TGE inh	Fam108B counter	CR mimetic SO	MCL1 BIM primary	EBNA-1 inhibitor	Efflux pump mplx	Bcl-xL primary	MEX-5 binding
N#C/C(=C\c1cccnc1)C(=O)Nc1ccc(O)cc1F	2	-6	6	95	4	-8	0.3	1	-2.5
Cc1cccc(/C=N/c2sc3c(c2C(=O)OC(C)(C)C)CCN(C)C3)c1O	3	3	1	100	11	-6	0.0	6	-0.9
O=C(COc1ccccc1C(=O)NCC1CCCO1)Nc1ccc(Cl)cc1Cl (stereo not drawn)	-30	10	-3	102	-1	-9	-0.7	2	2.9
Cc1ccc(-c2nnc3n2CCCCC3)cc1	-23	2	6	115	2	-12	0.1	7	0.3
Cc1ccc(S(=O)(=O)N2CCC(C(=O)NNC(=O)c3ccc(F)cc3)CC2)cc1	-7	0	-1	103	5	1	0.2	6	0.8
CCCS(=O)(=O)Nc1ccc2cn[nH]c2c1	25	2	0	110	8	2	0.0	6	0.3
O=C(Nc1ccc2c(c1)OCCO2)c1coc2ccccc2c1=O	-5	3	-4	93	16	9	-0.4	9	-1.6
COc1ccc(C(=O)CSc2nccc(=O)[nH]2)cc1	6	1	-4	100	3	1	0.0	-4	0.7
CC(C)(C)c1ccc(NC(=S)NCc2cccs2)cc1	5	4	6	90	5	-5	0.0	2	1.0
CCCCCC(O)CCC(=O)NNC1=CC(=O)CC(C)(C)C1 (stereo not drawn)	-5	4	-3	98	0	0	0.2	-1	-0.5
S=C(c1ccc(-c2ccccc2Cl)o1)N1CCOCC1	-3	6	1	90	6	0	-0.1	-3	-1.4
COc1ccc(NC(=O)C2C(=O)N(C)C3(C)CC2c2ccccc2O3)cc1 (stereo not drawn)	2	2	3	96	3	-2	0.1	4	2.7
Cc1ccc(COn2c(-c3ccc(Cl)cc3)nc3ccc([N+](=O)[O-])cc32)cc1	7	2	-1	113	-1	2	-0.2	0	0.8
Cc1ccc2c(CN3CCCCC3)cc(=O)oc2c1C	0	6	2	101	1	4	-0.2	5	0.4
CCOC(=O)C1=C(COC(=O)CCc2ccccc2)NC(=O)NC1C (stereo not drawn)	-7	1	.	108	-17	.	0.1	-4	.
CC(=O)N1CCc2cc(S(=O)(=O)NCC(=O)NCc3ccccc3Cl)ccc21	5	0	2	74	6	0	0.2	1	2.1
CCOc1nc(N2CCCCC2)nc(-n2cc(-c3ccccc3)nn2)n1	1	7	1	97	9	-7	0.1	4	-1.1
Cc1ccc(Nc2c(-c3ccc(C)o3)nc3ncccn23)cc1	7	-6	0	93	-6	-13	0.2	2	-1.1
COc1ccc(N(CC(=O)NC2CCCCC2)C(=O)CCC(=O)Nc2nc(C)cs2)cc1OC	0	2	2	95	4	0	0.1	4	0.0
O=C(C1CCCCC1)N1CCN(c2ccccc2F)CC1	7	-2	2	93	2	4	0.0	3	1.5
CCOC(=O)c1cc(C#N)c(N2CCCCC2)nc1-c1ccccc1	-4	-4	-3	102	2	-3	0.1	-2	1.7
COc1cc(S(=O)(=O)Nc2cccnc2)ccc1F	6	10	1	103	13	-12	0.3	4	0.1
c1ccc2c3c([nH]c2c1)CCNC3	5	3	0	88	3	-3	0.1	1	4.2
S=C(NCc1ccccc1)NC1CCCc2ccccc21 (stereo not drawn)	3	0	-1	100	5	-1	0.2	1	-2.2
O=C1CC(SCc2nc3ccccc3[nH]2)C(=O)N1c1cccc(F)c1 (stereo not drawn)	0	10	4	93	11	-3	0.1	10	2.4
The results go on.
SMILES	ZTA DNA inh	GLD-1 TGE inh	Fam108B counter	CR mimetic SO	MCL1 BIM primary	EBNA-1 inhibitor	Efflux pump mplx	Bcl-xL primary	MEX-5 binding
N#Cc1c(NC(=O)c2cc(C3CC3)on2)sc2c1CCC2	-15	-7	1	76	15	-9	-0.1	7	1.4
S=C(NCCc1ccccc1)Nc1c(Cl)cccc1Cl	-8	0	-2	88	-1	1	0.0	2	-0.7
CCN(CCCNC(=O)CCc1nc(-c2ccc(C)cc2)no1)c1cccc(C)c1	10	12	1	98	-5	3	0.0	3	-0.8
Cc1cc(NC(=O)CCC(=O)N(c2ccc(F)cc2)C(C(=O)NC2CCCC2)c2ccc(C)o2)no1 (stereo not drawn)	-3	-11	2	89	-5	12	0.6	2	-0.9
COc1ccc(N2CCN(CC(=O)Nc3cccc(S(=O)(=O)N4CCOCC4)c3)CC2)cc1	4	2	0	90	10	5	-0.1	4	-4.3
COc1ccc(-c2csc(-c3ccc(C(=O)O)cc3)n2)cc1	5	3	-5	106	-9	-4	-0.1	-7	0.1
Cc1cc(C(=O)OCC(=O)Nc2ccc(S(N)(=O)=O)cc2)c2ccccc2n1	-1	-2	5	103	10	-10	-0.2	8	3.2
Nc1nonc1-n1nnc(C(=O)N/N=C/c2ccc(F)cc2)c1-c1ccc2c(c1)OCO2	-12	-5	-3	99	-4	-19	0.0	0	-3.4
CCc1nc2ccccc2c(C(=O)OCC(=O)NC(=O)c2cccn2C)c1C	-4	-1	-4	117	-4	-17	0.2	0	.
CC1c2cccn2CCN1S(=O)(=O)c1ccc(F)cc1 (stereo not drawn)	10	1	.	83	2	.	0.0	8	.
CCC1(c2ccc(F)cc2)NC(=O)N(CC(=O)Nc2cc(C)on2)C1=O (stereo not drawn)	4	5	.	105	1	.	-0.1	8	.

Structural class: the entries above with an aryl methoxy group
SMILES	ZTA DNA inh	GLD-1 TGE inh	Fam108B counter	CR mimetic SO	MCL1 BIM primary	EBNA-1 inhibitor	Efflux pump mplx	Bcl-xL primary	MEX-5 binding
COc1cc(S(=O)(=O)Nc2ncccc2C)c(OC)cc1Cl	6	-6	0	87	-6	0	0.0	-1	-3.0
COc1ccc(N=C2S/C(=C\c3ccc(C)s3)C(=O)N2CC(C)C)cc1	-5	3	1	88	0	-5	-0.1	1	-0.6
CCOC(=O)Nc1cc(C)ccc1OC	-6	5	0	121	2	7	-0.1	-2	3.8
COc1ccc(OCC(=O)N/N=C(\C)c2cccs2)cc1	-2	7	3	94	9	-6	0.3	5	2.8
COc1ccccc1N/C(=N/S(=O)(=O)c1ccc(C)cc1)c1ccc(Cl)cc1	-9	6	-5	94	12	3	0.0	8	-1.4
COc1ccc(C(=O)CSc2nccc(=O)[nH]2)cc1	6	1	-4	100	3	1	0.0	-4	0.7
COc1ccc(NC(=O)C2C(=O)N(C)C3(C)CC2c2ccccc2O3)cc1 (stereo not drawn)	2	2	3	96	3	-2	0.1	4	2.7
COc1ccc(N(CC(=O)NC2CCCCC2)C(=O)CCC(=O)Nc2nc(C)cs2)cc1OC	0	2	2	95	4	0	0.1	4	0.0
COc1cc(S(=O)(=O)Nc2cccnc2)ccc1F	6	10	1	103	13	-12	0.3	4	0.1
COc1ccc(N2CCN(CC(=O)Nc3cccc(S(=O)(=O)N4CCOCC4)c3)CC2)cc1	4	2	0	90	10	5	-0.1	4	-4.3
COc1ccc(-c2csc(-c3ccc(C(=O)O)cc3)n2)cc1	5	3	-5	106	-9	-4	-0.1	-7	0.1
